Assay outcomes (PubChem BioAssay)
IL1B NFkB pot – enhances IL-1B driven NFkB nuclear translocation | AID 819 | HUVEC IL-1B NFkB p65 nuclear translocation imaging | activation, % at 2 µM | hit rate 0.3% among 94,000;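 active = activation above 40%, about the mean plus 3 SD, also judged a hit on visual image review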;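 note: percent activation is computed from the nuclear over cytoplasmic p65 intensity ratio; values of inactives mirror those of a sister screen read the other way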
IL1B NFkB inh – blocks IL-1B driven NFkB nuclear translocation in HUVEC cells. hit rate 0.43% among 94,000. HUVEC IL-1B NFkB p65 nuclear translocation imaging. AID 796. inhibition, % at 2 µM;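 active = inhibition above about 30% together with a positive call from visual inspection of the well image, limit read from the data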;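 note: nuclear over cytoplasmic p65 intensity ratio measured by imaging; 0% = IL-1B stimulated DMSO wells and 100% = unstimulated DMSO wells; values of inactives mirror those of a sister screen read the other way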
MRP reversal – compounds reversing MRP-mediated drug resistance | H69AR cells + 2 uM doxorubicin, CellTiter-Glo, 72 h | differential viability (reversal), % at 10 µM | hit rate 0.04% among 85,000 | AID 602;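 active = viability drop by adding the cancer drug above about 55%, with treated viability meeting a 40% cutoff, limit read from the data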;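 note: viability without doxorubicin minus viability with 2 µM doxorubicin for each compound; larger differential means the compound sensitizes cells more to doxorubicin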
Bcl-B TR3 displacers – displacers of TR3 peptide from Bcl-B, primary screen, selectivity assay for Bfl-1 inhibitor project, biochemical, fluorescence polarization; FP displacement of FITC-TR3 peptide from Bcl-B; higher % means a stronger effect; displacement, % at 20 µM, or IC50 in µM where a hit was titrated; hit rate 0.11% among 96,000; AID 748;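 active = displacement above 50% at 20 µM plus a fluorescence interference ratio under 1.5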;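 note: plate controls were wells without compound for no effect and wells lacking Bcl-B protein for full effect; a part of the inactive calls stands beside numbers as strong as those of hits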
PLAP inhibition – PLAP enzyme inhibitors, biochemical, luminescence, HTS (AID 690). purified PLAP, luminescent substrate; higher % means a stronger effect. one-dose inhibition, % at 20 µM; IC50 in µM for titrated hits. hit rate 0.08% among 96,000; in the data active = a potency from the dose series; inactive = the rest, 99 in 100 with inhibition below about 30%; note: strong numbers were not always called active
MRP reversal cytotoxicity – further read-out of MRP reversal, marked with its call; viability, %; H69AR cells, CellTiter-Glo, 72 h; measured here: cytotoxicity without doxorubicin
MRP reversal with doxorubicin – recorded beside MRP reversal, whose call it bears; viability, %; measured here: viability with 2 uM doxorubicin; hits give low values
IL1B NFkB inh cell count 2 µM – further read-out of IL1B NFkB inh, marked with its call; cell count; measured here: cells passing quality filter;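 raw number of nuclei counted in each imaged well without normalization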
IL1B NFkB pot cell count 2 µM – recorded beside IL1B NFkB pot, whose call it bears; cell count; measured here: cells passing quality filter
Starred values were filed as active, the others as inactive; x = no result given. These rows are one share of the data; the hit share may differ from the screen's.

The first four entries as a preview:
SMILES	IL1B NFkB pot	IL1B NFkB pot cell count 2 µM	IL1B NFkB inh	IL1B NFkB inh cell count 2 µM	MRP reversal	MRP reversal cytotoxicity	MRP reversal with doxorubicin	Bcl-B TR3 displacers	PLAP inhibition
O=C(NCc1ccco1)C1CCN(S(=O)(=O)c2ccc(-n3cnnn3)cc2)CC1	0	99	0	99	18	99	81	-8%	3%
O=C(NCC(c1cccnc1)N1CCOCC1)c1cccc(Cl)c1 (stereo unspecified)	-11	97	11	97	6	104	97	0%	1%
CN1C(=O)CC(c2ccco2)Sc2ccccc21 (stereo unspecified)	-7	132	7	132	13	92	79	-1%	-14%
C=CCNCCCCOc1ccc(OCC)cc1	x	x	x	x	12	84	72	-3%	24%

All compounds of this part, from the start:
SMILES	IL1B NFkB pot	IL1B NFkB pot cell count 2 µM	IL1B NFkB inh	IL1B NFkB inh cell count 2 µM	MRP reversal	MRP reversal cytotoxicity	MRP reversal with doxorubicin	Bcl-B TR3 displacers	PLAP inhibition
O=C(NCc1ccco1)C1CCN(S(=O)(=O)c2ccc(-n3cnnn3)cc2)CC1	0	99	0	99	18	99	81	-8%	3%
O=C(NCC(c1cccnc1)N1CCOCC1)c1cccc(Cl)c1 (stereo unspecified)	-11	97	11	97	6	104	97	0%	1%
CN1C(=O)CC(c2ccco2)Sc2ccccc21 (stereo unspecified)	-7	132	7	132	13	92	79	-1%	-14%
C=CCNCCCCOc1ccc(OCC)cc1	x	x	x	x	12	84	72	-3%	24%
CCNC(=O)CC1C(=O)N(c2ccc(F)cc2)C(=O)N1Cc1ccccn1 (stereo unspecified)	14	184	-14	184	x	x	x	-18%	-1%
CC(=O)c1sc(NC(=O)c2c(F)cccc2F)nc1C	5	167	-5	167	3	103	100	-7%	12%
Cc1ccc(N(CCCCN2C(=O)c3ccccc3C2=O)C(=O)c2cccc([N+](=O)[O-])c2)cc1	-4	174	4	174	x	x	x	1%	-9%
C=CCc1ccc(OCC(O)CO)c(OC)c1 (stereo unspecified)	11	194	-11	194	2	102	100	7%	-5%
CC(C)NC(=O)C1CCCN(c2nnc(-n3cccc3)s2)C1 (stereo unspecified)	7	191	-7	191	10	89	79	-2%	-24%
O=C(c1ccco1)N1CCN(S(=O)(=O)c2ccc(Oc3ccccc3)cc2)CC1	-11	140	11	140	13	93	80	-6%	-32%
O=C(NCCN1CCN(C(=O)Nc2ccccc2)CC1)Nc1ccccc1	-15	169	15	169	-2	86	88	8%	4%
C=CCNC(=S)NNC(=O)c1csc(C)c1CC	-13	185	13	185	x	x	x	-3%	-111%
COn1c(SCc2cccc(Cl)c2)nc2ccccc2c1=O	-5	162	5	162	20	105	84	14%	-2%
O=C(COC(=O)c1ccccc1C(=O)c1ccc(Cl)c([N+](=O)[O-])c1)NC1CCCCCC1	-83	76	83*	76*	x	x	x	-5%	-36%
CSc1nncc(-c2ccc(F)c(F)c2)n1	19	88	-17	88	0	88	88	1%	12%
O=C(Cc1cccs1)NCc1ccccc1F	11	157	-11	157	x	x	x	-7%	13%
CCOC(=O)CC(=O)CSc1nc(-c2ccc3c(c2)OCO3)cc(C(F)(F)F)c1C#N	5	148	-6	148	x	x	x	-14%	-3%
CCOC(=O)c1nn(-c2ccc(C)cc2)c(C)c1C(C)=O	4	212	-4	212	x	x	x	-2%	-28%
COc1ccc(OC)c2c(C)cc(N3CCN(C(=O)c4ccc(Cl)cc4)CC3)nc12	22	150	-22	150	-16	94	110	-9%	13%
Cc1ccc(CNC(=O)Cc2cccs2)cc1	-7	149	7	149	12	114	102	-22%	-6%
Cc1ccc(-c2[nH]nc3c2C(c2ccoc2)C(C#N)=C(N)O3)cc1C (stereo unspecified)	20	117	-20	117	24	101	77	-6%	9%
CCC(CC)C1C(C#N)=C(N)Oc2cc(C)oc(=O)c21 (stereo unspecified)	15	81	-15	81	-8	92	100	-3%	1%
CN(Cc1ccccc1)C(=O)CSc1nc2ccccc2c(=O)n1Cc1ccco1	8	121	-8	121	6	78	72	-2%	-76%
COc1ccccc1/C=C/CN1CCOCC1	4	179	-4	179	-13	94	107	-3%	7%
COc1ccc(S(=O)(=O)N2CCCC2C(=O)Nc2ccc(C)cc2)cc1 (stereo unspecified)	3	106	-3	106	1	96	94	-2%	-49%
O=S1(=O)C[C@@H](O)[C@@H](Nc2ccc(Cl)cc2)C1	1	184	-1	184	3	93	90	-4%	-1%
CCOc1ccccc1-n1cnc2cc(C(=O)NCc3ccco3)ccc21	2	172	-2	172	8	79	72	-8%	0%
COc1ccc(C(=O)NC(=S)NNC(=O)Cc2cccs2)cc1	5	109	-5	109	x	x	x	-3%	-53%
N#CCCN1CCN(C2=NC(=O)C(=C3CCCCC3)S2)CC1	-15	103	15	103	21	88	68	3%	6%
O=[N+]([O-])c1ccc(/C=N/N/C(=N/c2ccccn2)c2ccccn2)cc1	12	69	-12	69	-3	98	101	-10%	0%
COc1ccccc1-c1nnc(NC(C)=O)s1	13	126	-13	126	9	97	88	3%	-15%
O=C(Nc1nncs1)c1ccc(S(=O)(=O)c2ccccc2)cc1	19	120	-19	120	4	79	75	0%	-26%
Cc1cc(C)n(-c2cc(N3CCN(C(=O)c4cccc(Br)c4)CC3)ccc2[N+](=O)[O-])n1	-1	122	1	122	x	x	x	0%	-14%
CCOC(=O)c1cnc(-n2nc(C)cc2C)nc1NCCO	-7	161	7	161	12	84	73	5%	-3%
Cc1oc(/C=N/NC(=O)CN(c2ccccc2Br)S(C)(=O)=O)cc1Br	6	165	-6	165	x	x	x	5%	0%
CC(C)N(Cc1nc(-c2ccc(Cl)cc2)no1)C(=O)C(c1ccccc1)c1ccccc1	12	156	-12	156	11	96	85	-1%	-22%
CC(C)Cn1cnc2c(c1=O)c1nc3ccccc3nc1n2Cc1ccc2c(c1)OCO2	x	x	x	x	3	83	80	0%	-10%
CC1=CC(=O)C=C(C)C1=NOC(=O)c1cccc([N+](=O)[O-])c1	16	151	-16	151	4	77	73	-6%	3%
CCc1ccc(NC(=O)N(C2CCCCC2)C(C)c2cccnc2)cc1 (stereo unspecified)	x	x	x	x	-15	67	81	9%	18%
O=C1CC(N2CCN(C(c3ccccc3)c3ccccc3)CC2)C(=O)N1Cc1ccc(N2CCCC2=O)cc1 (stereo unspecified)	0	141	0	141	9	77	68	-3%	-43%
O=C(c1cnsn1)N1CCN(c2ccccn2)CC1	-1	58	1	58	8	94	86	4%	21%
CC(=O)Nc1ccc(NC(=O)CN(C)CCC#N)cc1	x	x	x	x	2	90	87	-6%	10%
Nc1cc(-c2ccc(Cl)cc2)nn1S(=O)(=O)c1ccc(Cl)cc1	6	196	-6	196	0	43	43	9%	14%
Cc1ccc(NC2=CC(=O)CC(C)(C)C2)c(N)c1	31	131	-31	131	28	97	68	-2%	-17%
Cc1c(NC(=O)C(C)OC(=O)[C@@H](NC(=O)c2ccccc2)C(C)C)c(=O)n(-c2ccccc2)n1C (stereo partly specified)	x	x	x	x	-12	83	95	6%	-12%
CCc1c(C)[nH]n(-c2ccc(Oc3ccccc3)c(S(=O)(=O)O)c2)c1=O	-4	168	4	168	1	108	107	47%	-64%
CC1=C(C(=O)Nc2ccc(Cl)cc2)C(c2ccncc2)C(C#N)=C(SCC(N)=O)N1 (stereo unspecified)	4	179	-4	179	x	x	x	-3%	-22%
Fc1ccc(OCc2nnc(SCCN3CCOCC3)o2)cc1	39	120	-39	120	22	105	84	x	x
Cc1cc(Cl)c(OCCCSc2nc(C)cc(=O)[nH]2)c(Br)c1	-10	11	10	11	-5	93	98	9%	5%
COc1ccccc1CN1CCN(C(=O)c2ccncc2)CC1	30	193	-30	193	6	88	82	-3%	12%
O=C(Nc1ccc(N2CCN(C(=O)c3cccs3)CC2)c(Cl)c1)c1ccco1	0	160	0	160	21	92	71	-13%	20%
CCOC(=O)c1sc(NC(=O)C(CC)Sc2nnc3c4ccccc4n(C(C)C)c3n2)nc1C (stereo unspecified)	0	170	0	170	x	x	x	12%	-62%
CC(C)Cn1c(N)c(C(=O)CSc2ccc3c(c2)OCCO3)c(=O)n(C)c1=O	-2	190	2	190	-13	88	101	-2%	20%
CCOC(=O)c1cnc(SCC)[nH]c1=O	-3	87	3	87	x	x	x	-12%	23%
Cn1c(=O)c(=O)n(C)c2cc(S(=O)(=O)N3CCOCC3)ccc21	2	145	-2	145	14	101	87	-20%	-1%
CCOC(=O)c1c(C)n(C)c2c(C)cc(O)c(OC(C)=O)c12	5	184	-5	184	-1	62	63	-5%	-2%
COc1cccc(CNc2nc3nc(C)cc(=O)n3[nH]2)c1	-11	165	11	165	x	x	x	-3%	3%
NC(=O)c1ccccc1NC(=O)CS(=O)(=O)Cc1ccccc1	x	x	x	x	-1	93	95	0%	12%
CCCCCCOc1ccc(/C(N)=N/O)cc1	6	85	-6	85	-11	35	46	-1%	39%
COc1ccc(/C=C(/NC(=O)c2ccccc2)c2nc3ccccc3[nH]2)cc1OC	4	148	-4	148	x	x	x	0%	-15%

Next records follow:
SMILES	IL1B NFkB pot	IL1B NFkB pot cell count 2 µM	IL1B NFkB inh	IL1B NFkB inh cell count 2 µM	MRP reversal	MRP reversal cytotoxicity	MRP reversal with doxorubicin	Bcl-B TR3 displacers	PLAP inhibition
CC(c1ccccc1)N1CC(C(=O)N2CCN(c3ccc(F)cc3)CC2)CC1=O (stereo unspecified)	-3	169	3	169	5	99	94	1%	-25%
C/[N+]([O-])=C\c1coc2ccccc2c1=O	x	x	x	x	-7	101	107	10%	25%
CCOc1ccccc1C(=O)OCC(=O)Nc1ccc(N2CCCCC2)cc1	-11	149	11	149	x	x	x	16%	-56%
COc1ccccc1NC(=O)CN(Cc1ccco1)C(=O)c1ccc(-n2nc(C)cc2C)cc1	3	78	-3	78	7	88	81	7%	-51%
CC(C)(C)c1nc(CN2CCOCC2)cc(CN2CCOCC2)c1O	1	56	-1	56	15	99	84	5%	-26%
Cc1nnc(NC(=O)c2ccc(S(=O)(=O)N(C)Cc3ccccc3)cc2)o1	-8	104	8	104	-17	24	41	6%	-57%
CCCCN(C)C(=O)c1cc2cc3ccc(OC)cc3nc2s1	x	x	x	x	-15	60	75	-4%	-20%
Cc1ccc(-n2ccnc2SCC(=O)O)c(C)c1	12	160	-12	160	-17	83	100	-12%	-10%
O=C(CCn1ccc2ccccc21)NC1CCCc2ccccc21 (stereo unspecified)	0	103	0	103	10	76	66	-36%	-74%
COc1cc(C(=S)N2CCCC2)cc(Cl)c1O	5	130	-5	130	8	101	93	9%	0%
Cc1nnc(OC(C)C)c2nn(-c3ccccc3F)c(C)c12	32	193	-32	193	x	x	x	-17%	4%
O=c1oc2ccccc2c(O)c1/C=N/c1ccccn1	x	x	x	x	-13	65	79	9%	13%
CC(C)(C)C1CCc2onc(C(=O)N3CCOCC3)c2C1 (stereo unspecified)	x	x	x	x	2	104	102	-2%	4%
CCn1c2ccccc2c2cc(NC(=O)c3cc(OC)c(OC)c(OC)c3)ccc21	-14	55	14	55	x	x	x	2%	-38%
Cc1cccc(OCCn2c(S(=O)(=O)O)nc3ccccc32)c1	4	65	-4	65	-8	93	101	5%	-20%
Cc1cc2nnc(SCC(=O)NCc3cccs3)n2c(N)n1	19	216	-19	216	-6	90	97	-2%	6%
COC(=O)CCC(=O)Nc1ccccc1C(=O)Nc1ccccc1	9	84	-9	84	2	108	106	2%	12%
CCOC(=O)c1c(NC(=O)COc2ncnc3sccc23)sc2c1CCC2	-12	151	12	151	2	55	53	1%	10%
Cc1ccc(OCC(=O)NNC(=O)C2CCN(c3ncccn3)CC2)cc1	7	156	-7	156	x	x	x	-7%	-96%
Cc1noc(/C=C/c2ccco2)c1S(=O)(=O)N1CCC(C(=O)NC(C)c2ccccc2)CC1 (stereo unspecified)	2	57	-2	57	-5	13	18	-24%	-46%
Cc1ccccc1NS(=O)(=O)c1cc(C(=O)NCCC2=CCCCC2)ccc1Cl	-1	132	1	132	x	x	x	-6%	-9%
